Compound activity: PubChem BioAssay, several laboratories
PPARg SRC-1 ag = PPARgamma agonists recruiting SRC-1 coactivator, primary screen, biochemical. 200,000 tested, 0.41% active. PPARgamma-SRC-1 coactivator recruitment biochemical assay. Peroxisome proliferator-activated receptor gamma (Homo sapiens), P37231. activation, % at 8 µM; in the data active = activation above about 19%;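 note: 0% = DMSO and 100% = reference agonist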
Diaph act CS = compounds boosting diaphorase resazurin reduction – biochemical, uHTS, resorufin fluorescence, counter-screen for diaphorase-coupled primary assays, primary screen. Diaphorase/resazurin coupled assay, 16 min; hits give high values; 1 = vehicle wells, 0 = NADH-free wells. activation factor at 20 µM. 190,000 tested, 0.005% active. AID 1229, 2008;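 active = diaphorase activity raised at least twofold by the compound at 20 µM; inactive = activation factor below 2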
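Measured by – red resorufin fluorescence at 544/590 nm excitation/emission · Test system – Clostridium kluyveri diaphorase, purified enzyme · Incubation – reaction time 16 min, room temperature · Buffer or medium – 50 mM HEPES pH 7.4 with 4.542 mM MgCl2, 0.005% Tween 20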
ROMK mod = ROMK potassium channel modulators, primary screen, cell-based, thallium flux, MLSMR library | Tet-inducible ROMK, thallium flux fluorescence; actives lie on both sides | B-score at 10 µM | 130,000 tested, 2% active;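 active = signal ratio slope over the read window, or its plate-corrected B-score, at least 3 SD from the plate mean, either direction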;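 note: B-score of the F/F0 ratio slope over 7 to 12 s after thallium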
Target sequence (P48048 whole entry, looked up): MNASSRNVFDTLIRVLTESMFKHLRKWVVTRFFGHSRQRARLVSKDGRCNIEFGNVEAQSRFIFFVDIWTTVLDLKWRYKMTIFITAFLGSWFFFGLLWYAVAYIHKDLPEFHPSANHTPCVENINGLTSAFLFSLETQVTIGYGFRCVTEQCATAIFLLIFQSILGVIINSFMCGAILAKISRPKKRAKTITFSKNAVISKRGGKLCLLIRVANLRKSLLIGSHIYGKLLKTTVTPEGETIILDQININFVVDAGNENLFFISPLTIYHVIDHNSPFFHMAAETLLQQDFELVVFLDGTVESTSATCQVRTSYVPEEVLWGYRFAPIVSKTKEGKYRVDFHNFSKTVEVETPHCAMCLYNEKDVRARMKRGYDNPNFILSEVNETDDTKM
TR-FRET SRC-2 ct = TR-FRET signal artefacts, primary screen, artefact control for PPARgamma SRC-2 agonist project, biochemical. 200,000 tested, 0.4% active. TR-FRET artefact counter-screen; hits give high values. TR-FRET ratio at 8 µM; in the data active = TR-FRET ratio above about 2000; note: inactives centre near 1500
S1P3 antag = S1P3 receptor antagonists, primary screen, cell-based; Sphingosine 1-phosphate receptor 3 (Homo sapiens), Q99500; CHO S1P3 NFAT-BLA reporter, FRET fluorescence, antagonist mode; inhibition, % at 4.98 µM; 170,000 tested, 0.27% active; AID 485, 2006;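 active = inhibition above the plate cutoff, the mean inhibition of test wells on that plate plus 3 SD, cut at about 28% in these data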;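 note: cells challenged with S1P at its EC80 of 0.8 µM; blue over green emission ratio from cleaved BLA substrate after 4 h stimulation; 0% = S1P-stimulated wells and 100% = unstimulated DMSO-only wells; some compounds past the cut are filed as inactive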
Target sequence (Q99500 whole entry, looked up): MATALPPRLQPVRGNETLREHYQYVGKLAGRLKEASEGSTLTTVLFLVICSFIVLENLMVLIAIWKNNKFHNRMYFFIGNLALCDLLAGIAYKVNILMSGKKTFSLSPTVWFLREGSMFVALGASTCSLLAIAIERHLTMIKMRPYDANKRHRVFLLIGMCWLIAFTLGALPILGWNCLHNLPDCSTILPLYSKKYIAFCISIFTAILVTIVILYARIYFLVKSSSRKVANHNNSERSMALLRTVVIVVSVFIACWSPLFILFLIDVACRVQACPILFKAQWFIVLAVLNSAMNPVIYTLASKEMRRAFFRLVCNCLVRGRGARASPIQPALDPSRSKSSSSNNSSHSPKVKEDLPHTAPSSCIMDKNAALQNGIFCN
PMI act satM6P = human PMI activators, high substrate, primary screen, biochemical, fluorescence intensity, near-saturating mannose 6-phosphate; activation factor at 20 µM; Mannose-6-phosphate isomerase (Homo sapiens), P34949; 190,000 tested, 0.34% active; coupled PMI enzyme assay, resazurin fluorescence, 20 min; hits give high values; 1 = untreated enzyme, 0 = substrate-free blank; AID 1216, 2008;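 active = activation factor of 2 or more at 20 µM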
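Test system: human phosphomannose isomerase with PGI, G6PDH, diaphorase coupling enzymes / Doses: 20 µM compound, 1% DMSO / Times: enzyme reaction with compound 20 min at room temperature / Measured by: Diaphorase-driven resazurin-to-resorufin fluorescence, excitation 544, emission 590 nm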
PPARg SRC-2 ag = agonists of PPARg-SRC-2 recruitment, primary screen, biochemical, HTS. Peroxisome proliferator-activated receptor gamma (Homo sapiens), P37231. PPARgamma LBD-SRC-2 recruitment. activation, % at 8 µM. 200,000 tested, 0.34% active. AID 1032, 2008; in the data active = activation above about 22%;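 note: 0% = vehicle and 100% = reference agonist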
G6PDH CS = L. mesenteroides G6PDH inhibitors, counter-screen for G6PDH-coupled screening assays, biochemical, Leuconostoc mesenteroides enzyme; glucose-6-phosphate dehydrogenase [Leuconostoc mesenteroides]; AID 1020, 2008; 200,000 tested, 0.12% active; Purified L. mesenteroides G6PDH, diaphorase/resazurin coupled fluorescence, 45 min; inhibition, % at 5 µM; in the data active = inhibition above about 50%
Diaphorase inh = diaphorase inhibitors and chemical oxidizers, primary screen, counter-screen for diaphorase-coupled primary assays, biochemical, uHTS, resorufin fluorescence; inhibition, % at 20 µM; 190,000 tested, 0.69% active; diaphorase resazurin-to-resorufin fluorescence, NADH, 16 min; bacterial (C. kluyveri) enzyme, not human; AID 1217, 2008;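 active = primary screen inhibition at 20 µM above a set limit, cut at about 50% in these data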;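 note: plate controls were DMSO with full reaction for no effect and wells lacking NADH for full effect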
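Test system: bacterial diaphorase enzyme (C. kluyveri); Quantity: 0.14 U/mL diaphorase, enzyme working solution; Times: reaction incubation of 16 min at room temperature; Measured by: fluorescence of resorufin formed from resazurin, Ex 544/Em 590 nm; Benchmarks: positive control minus NADH, DMSO neutral control.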
PMI act = activators of human PMI, primary screen, biochemical, fluorescence intensity, near-Km mannose 6-phosphate. Mannose-6-phosphate isomerase (Homo sapiens), P34949. purified human PMI, coupled resazurin fluorescence, 20 min; hits give high values; 1 = vehicle control, 0 substrate-free wells. activation factor at 20 µM. 190,000 tested, 0.005% active. AID 1214, 2008;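 active = activation factor of 2 or more at 20 µM, relative to plate controls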
PPARg SRC3 recr = PPARgamma agonists recruiting SRC-3 coactivator, primary screen, biochemical; 200,000 tested, 0.26% active; biochemical PPARgamma/SRC-3 coactivator recruitment assay; activation, % at 8 µM; AID 731, 2007; Peroxisome proliferator-activated receptor gamma (Homo sapiens), P37231; in the data active = activation above about 23%;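 note: 0% = DMSO and 100% = reference agonist; some compounds past the cut are filed as inactive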
The depositor's hits bear a star; . = no result given.

SMILES | PPARg SRC-1 ag | Diaph act CS | ROMK mod | TR-FRET SRC-2 ct | S1P3 antag | PMI act satM6P | PPARg SRC-2 ag | G6PDH CS | Diaphorase inh | PMI act | PPARg SRC3 recr
Cc1onc(-c2ccccc2)c1C(=O)NCC1COc2ccccc2O1 (stereo not given) | -2 | 0.9 | -0.54 | 1501 | . | 0.9 | 9 | 4 | 14 | 0.9 | 2
CCCOCC1CC(CCc2nc(=S)[nH][nH]2)C(=O)O1 (stereo not given) | 6 | 0.8 | 0.26 | 1476 | -12 | 0.9 | 6 | -5 | 18 | 0.7 | 0
COCCn1c(=NC(=O)c2sc3ccccc3c2Cl)sc2cc(S(N)(=O)=O)ccc21 | 6 | 0.8 | 0.063 | 1838 | -3 | 0.9 | 5 | 11 | 20 | 0.8 | 6
Cc1ccc(-c2csc(NC(=O)CCNC(=O)c3ccc(Cl)cc3)n2)cc1 | -1 | 1 | 0.26 | 1561 | 12 | 0.9 | 1 | 12 | 4 | 0.9 | -5
Cc1ccc(-c2noc(CCC(=O)Nc3cccc(C#N)c3)n2)cc1 | -3 | 0.7 | . | 1367 | -6 | 0.9 | 4 | 1 | 28 | 1.1 | 10
C=CCn1c(O)c(N=Nc2ccccc2C)c2ccccc21 | -2 | 0.9 | . | 1713 | -2 | 2.2* | -5 | 7 | 8 | 1.7 | 2
OCCN(CCO)c1ccc(C(c2ccccc2Cl)c2ccc(N(CCO)CCO)cc2Cl)c(Cl)c1 | 6 | 0.8 | 0.22 | 1546 | -2 | 0.8 | -1 | 18 | 22 | 0.8 | 3
CN1c2ccccc2Oc2nnc(N3CCN(Cc4ccccc4)CC3)cc21 | 2 | 0.8 | -0.032 | 1748 | -10 | 0.9 | -4 | 6 | 16 | 0.8 | 4
S=c1nc[nH]c2c1[nH]c1ccccc12 | 29* | 0.7 | . | 2670* | . | 1.8 | 38* | -64 | 34 | 1.3 | 48*
COc1ccc(CCN(C(=O)C(F)(F)F)C(C(=O)NC2CCCCC2)c2ccc(C)s2)cc1 (stereo not given) | -3 | 0.9 | 0.25 | 1622 | . | 0.9 | 6 | 11 | 9 | 0.9 | -4
O=C(Nc1ccn(Cc2c(F)c(F)cc(F)c2F)n1)c1ccc(COc2cc(Cl)ccc2Cl)o1 | -3 | 0.9 | 0.17 | 1460 | . | 1 | 15 | -1 | 13 | 0.9 | -5
Cn1c(NC(=O)/C=C/c2c(F)cccc2Cl)cc(=O)n(C)c1=O | -4 | 0.9 | -0.55 | 1457 | -5 | 1 | 9 | 0 | 7 | 1.1 | 0
Cn1cnnc1SCC(=O)Nc1c(F)cc(F)cc1Br | -5 | 0.9 | 1.3 | 1524 | . | 1 | 0 | -1 | 8 | 1 | -2
CC(=O)Nc1ccc(OC/C=C(\C)Cl)cc1 | -1 | 1 | -0.072 | 1494 | 17 | 1 | -6 | -3 | 5 | 1 | -1
CCC(Sc1nc(N)cc(N)n1)C(=O)O (stereo not given) | -1 | 1 | 0.87 | 1520 | . | 1 | 12 | 0 | 2 | 1 | -5
Cc1cccc(C2=NN(c3ccc(Br)cc3)[C@@H](C(=O)N3CCOC3=O)[C@@H]2c2ccc(F)cc2)c1 | 7 | 0.8 | 0.17 | 1524 | -23 | 0.8 | 5 | 17 | 23 | 0.8 | 0
O=C(Cn1nc(-c2ccccc2)ccc1=O)Nc1cccc(NC(=O)c2ccccn2)c1 | 2 | 0.9 | 0.65 | 1683 | -19 | 1.1 | 8 | 0 | 8 | 1 | 3
CNC(=O)CNC(=O)Nc1ccc(Cl)c(Cl)c1 | 3 | 0.3 | -1.5 | 1696 | -17 | 1 | 1 | 7 | 67* | 1 | -4
Cn1c(CCN2CCCCC2)nc2cc(NC(=O)C3CCCCC3)ccc21 | -4 | 0.9 | . | 1744 | -48 | 0.9 | 2 | 2 | 9 | 1 | 5
O=c1[nH]c2c(c(=O)n1Cc1ccccc1)CCC2 | 0 | 0.9 | -0.7 | 1536 | . | 1 | 2 | -8 | 9 | 1 | -13
CCOc1ccc(C(=O)NCC(=O)OCC(=O)NC2CCCC2)cc1 | 9 | 1 | -0.13 | 1530 | -3 | 1.1 | -8 | 5 | 4 | 1.1 | -4
CCN(CC)CCc1c(C)[nH]c(C(=O)OCc2ccccc2)c1C | -2 | 1 | -0.54 | 1569 | . | 1 | -2 | 2 | 3 | 1 | -2
Cc1ccc(NC(=O)CS(=O)CC(=O)N(CC(=O)NC2CCCC2)c2ccc3c(c2)OCCO3)cc1 (stereo not given) | 3 | . | -0.68 | 1337 | -24 | . | -6 | 11 | . | . | -3
CC(=O)c1ccc(NC(=O)CN2CCC(NC(=O)C3CCCCC3)CC2)cc1 | 10 | . | 0.6 | 1517 | -3 | . | 6 | -2 | . | . | 3

Continued; it opens with the 3 that closed the last part.
SMILES | PPARg SRC-1 ag | Diaph act CS | ROMK mod | TR-FRET SRC-2 ct | S1P3 antag | PMI act satM6P | PPARg SRC-2 ag | G6PDH CS | Diaphorase inh | PMI act | PPARg SRC3 recr
CCN(CC)CCc1c(C)[nH]c(C(=O)OCc2ccccc2)c1C | -2 | 1 | -0.54 | 1569 | . | 1 | -2 | 2 | 3 | 1 | -2
Cc1ccc(NC(=O)CS(=O)CC(=O)N(CC(=O)NC2CCCC2)c2ccc3c(c2)OCCO3)cc1 (stereo not given) | 3 | . | -0.68 | 1337 | -24 | . | -6 | 11 | . | . | -3
CC(=O)c1ccc(NC(=O)CN2CCC(NC(=O)C3CCCCC3)CC2)cc1 | 10 | . | 0.6 | 1517 | -3 | . | 6 | -2 | . | . | 3
COc1cc(OC)c(C(=O)OCC(=O)N2CC(=O)Nc3ccccc32)cc1OC | 3 | 0.9 | 0.2 | 1605 | -19 | 1 | 10 | 4 | 7 | 1 | 1
CC(=O)OCC(=O)Nc1ccccc1OC(F)F | 4 | 1 | 0.87 | 1666 | -6 | 1 | -3 | 1 | 3 | 1 | -2
CC(NC(=O)Nc1cccnc1)(C(F)(F)F)C(F)(F)F | 7 | 1 | 1.4 | 1616 | . | 1 | 9 | 23 | 3 | 1 | -10
O=C(Nc1ccccc1)C1=C[C@H](c2coc3ccccc3c2=O)C[C@H](OCc2ccc(CO)cc2)O1 | -2 | 0.6 | . | 1442 | 0 | 0.9 | 7 | 12 | 41 | 0.8 | -1
COc1ccc2c(c1)c(C(=O)CN1CCC3(CC1)OCCO3)c(C)n2C | 5 | 0.8 | . | 1528 | -27 | 0.9 | 1 | 2 | 15 | 1 | 2
CCOCCCNCC(=O)Nc1ccc(OC(F)(F)F)cc1 | 3 | 1 | -0.31 | 1462 | . | 1 | 7 | 2 | 4 | 1 | 4
COc1cccc2cc(-c3nc(-c4cccs4)cs3)c(=O)oc12 | 1 | 0.8 | -1.9 | 1423 | 17 | 1 | -2 | 6 | 17 | 1.1 | 0
CCOC(=O)c1cccc(NC(=O)N[C@@H](C)C(=O)OC)c1 | 1 | 0.9 | . | 1280 | 5 | 1 | 7 | 3 | 13 | 1 | 3
Nc1ccccc1SCc1cn2ccccc2n1 | 7 | 0.9 | 0.15 | 1616 | 1 | 1 | 8 | -9 | 8 | 1.1 | 1
COC(=O)CCS(=O)(=O)c1cc(Cl)ccc1Cl | 0 | 0.9 | . | 1273 | -8 | 0.9 | -4 | 15 | 12 | 1 | -12
COc1ccc(CNC(=O)c2c(N)n(CCCN3CCOCC3)c3nc4ccccc4nc23)cc1 | 0 | 0.7 | 0.32 | 1539 | . | 0.8 | 12 | 12 | 25 | 0.8 | 0
O=C(COc1ccc2c(c1)CCC2)NCc1cccc(Cl)c1 | 2 | 0.7 | . | 1525 | 4 | 0.9 | 1 | 14 | 33 | 0.8 | -4
Cc1cc(C)c2oc(=O)cc(CN3CCOCC3)c2c1 | -5 | 0.9 | -0.58 | 1408 | 36 | 1.1 | 4 | 6 | 10 | 1.1 | -17
COc1cc2[nH]c3c(N4CCN(c5ccc(Cl)cc5)CC4)ncnc3c2cc1OC | 7 | 0.7 | 0.93 | 1629 | -28 | 0.9 | -1 | -1 | 26 | 1 | -3
Cc1ccc2c(C)nc(NC3=NCN(C(C)C)CN3)nc2c1 | -2 | . | . | 1562 | -17 | . | 14 | . | . | . | -8
COC(=O)Cc1c(C)c2ccc(O)c(CN3CCCC(C)C3)c2oc1=O (stereo not given) | 0 | 0.9 | 0.67 | 1706 | . | 1 | 9 | 13 | 8 | 1 | 6
Cc1cccc(C)c1NC(=O)COC(=O)c1nonc1N | -3 | 1 | . | 1497 | 4 | 1 | -1 | -7 | 3 | 0.9 | 6
COc1ccc(-n2nnnc2-c2nc3ccccc3s2)cc1 | 1 | 1 | 0.39 | 1572 | -4 | 0.9 | 1 | 8 | 3 | 0.9 | 4
CC(=O)Nc1ccc(OCC[n+]2cccc(C(N)=O)c2)cc1 | 8 | 1 | -0.62 | 1589 | -16 | 1 | 4 | -3 | 5 | 1.1 | 0
CN1CCN(c2ccc(C(=O)c3ccc(Br)cc3)cc2[N+](=O)[O-])CC1 | 6 | 0.9 | -0.083 | 1471 | 1 | 1 | 5 | -2 | 6 | 0.9 | 0
O=C(CSc1nc2ccccc2[nH]1)Nc1ccccc1F | 0 | 0.9 | -1.1 | 1435 | . | 0.9 | 1 | 2 | 12 | 0.9 | 1
Cc1ccc(OCCOCCn2cnc3ccccc3c2=O)cc1C | 1 | 0.8 | 0.38 | 1364 | -17 | 0.9 | -9 | 8 | 20 | 0.9 | 0
Cc1ccc(C(=O)N/C(=C\c2ccco2)C(=O)NCCc2c[nH]c3ccccc23)cc1 | 9 | 0.9 | . | 1717 | -9 | 1 | 8 | 2 | 7 | 1.1 | 2
COc1ccc(/C=N/Nc2nc(C)c([N+](=O)[O-])c(N(C)c3ccccc3)n2)cc1OC | 2 | 0.8 | 0.097 | 1573 | . | 1 | 11 | 0 | 20 | 1 | 11
